# Kir21 block: inhibitors of mouse Kir2.1 inward-rectifier potassium channel; P35561; HEK293-Kir2.1, FluxOR thallium flux fluorescence; stronger effect = lower value; B-score at 10 µM; actives 0.85% (n = 310,000); AID 1672;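 active = fluorescence ratio B-score at or below minus 3 SD of library scores, with starting-brightness B-score within 2 SD, cut at about -4.2 in these data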;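 also: channel flux triggered by added potassium and thallium sulfate stimulus; B-score of peak minus minimum fluorescence over baseline after thallium stimulus; more negative B-score means stronger Kir2.1 block with less thallium influx; some compounds called inactive have numbers as strong as hits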
# Target sequence (P35561 whole entry, looked up): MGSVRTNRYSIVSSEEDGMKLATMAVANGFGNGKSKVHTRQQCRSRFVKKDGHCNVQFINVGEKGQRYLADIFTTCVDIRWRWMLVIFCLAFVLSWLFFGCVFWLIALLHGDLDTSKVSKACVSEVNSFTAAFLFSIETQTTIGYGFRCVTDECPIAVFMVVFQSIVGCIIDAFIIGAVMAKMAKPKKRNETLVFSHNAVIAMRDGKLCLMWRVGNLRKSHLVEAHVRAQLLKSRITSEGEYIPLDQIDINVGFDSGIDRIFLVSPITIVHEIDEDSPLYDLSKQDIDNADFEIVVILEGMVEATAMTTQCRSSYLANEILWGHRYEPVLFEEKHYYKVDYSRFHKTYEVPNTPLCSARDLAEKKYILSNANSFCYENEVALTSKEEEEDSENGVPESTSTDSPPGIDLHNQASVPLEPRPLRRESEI
# STK33 inh: inhibitors of human STK33 kinase. actives 0.073% (n = 320,000). Q9BYT3. AID 2661. purified STK33, MBP phosphorylation, ADP-Glo luminescence. inhibition, % at 10 µM;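 active = inhibition at or above 25%, using the most active replicate where run in duplicate; inactive = inhibition below 25%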
# Target sequence (Q9BYT3 whole entry, looked up): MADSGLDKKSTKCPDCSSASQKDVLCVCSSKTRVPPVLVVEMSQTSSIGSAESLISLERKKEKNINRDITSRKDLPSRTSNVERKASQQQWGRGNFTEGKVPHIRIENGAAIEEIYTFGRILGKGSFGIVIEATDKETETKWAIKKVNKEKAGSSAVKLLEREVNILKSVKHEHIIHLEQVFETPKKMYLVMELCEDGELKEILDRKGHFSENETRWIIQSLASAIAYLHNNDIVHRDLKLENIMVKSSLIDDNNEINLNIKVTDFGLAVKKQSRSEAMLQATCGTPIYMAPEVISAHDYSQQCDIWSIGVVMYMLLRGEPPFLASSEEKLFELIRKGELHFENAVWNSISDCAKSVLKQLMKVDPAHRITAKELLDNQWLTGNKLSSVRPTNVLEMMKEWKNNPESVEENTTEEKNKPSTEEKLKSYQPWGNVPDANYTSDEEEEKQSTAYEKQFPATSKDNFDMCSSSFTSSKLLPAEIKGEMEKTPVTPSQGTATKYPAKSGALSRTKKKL
# Active calls of the source: *; nt = no result given.
Kir21 block	STK33 inh	Molecule
-0.72	-0.4	COc1ccc(NC(=O)c2ccc(Br)o2)c([N+](=O)[O-])c1
0.12	2.2	O=C(Nc1nc2ccccc2s1)c1ccc(Cl)s1
-2.4	0.2	Fc1ccc(C[n+]2csc3ccccc32)cc1
-0.94	0.9	Cc1ccc(-c2csc(N=C(N)N)n2)cc1
-0.05	0.8	C=CCOC(=O)C1=C(C)NC(=O)NC1c1ccc(Cl)cc1 (stereo not given)
0.52	-2.0	CC(=O)N1CCN(c2nnc(-c3ccc(C)cc3)c3ccccc23)CC1
1.1	-0.1	Cc1[nH]c2ccc(F)cc2c1CCN(Cc1cccnc1)C(=S)NC(C)(C)C
-1.4	0.6	CC(NC(=O)c1ccc(C(C)(C)C)cc1)C(c1cccs1)N1CCOCC1 (stereo not given)
-17	-1.5	CCOc1ccc(/C=C2\CCCc3c2nc2ccccc2c3C(=O)O)cc1OC
1.7	-2.2	CSCC(=O)N1CCC(CCC(=O)NC2CC2)CC1

# New compounds follow
Kir21 block	STK33 inh	Molecule
-0.35	0.3	CCn1c(SCC(=O)NCc2ccccc2)nc2c(c1=O)SC(C)C2 (stereo not given)
1.7	-0.3	COc1cc(C(C)=O)ccc1OCc1nnc(-c2ccccc2Br)o1
0.07	-1.7	COc1ccc(OC)c(C(=O)Nc2ccc3[nH]ccc3c2)c1
-1.1	-2.9	CC(=O)Nc1ccc(S(=O)(=O)NC(CC(=O)O)c2ccc(OC(C)C)cc2)cc1 (stereo not given)
0.17	-0.7	COc1ccc(-n2nc(C(=O)NCC(=O)Nc3cc(OC)c(OC)c(OC)c3)c3ccccc3c2=O)cc1OC
0.49	-4.6	Cc1ccc(CN(C(=O)c2csnn2)C(C(=O)NC2CCCC2)c2ccc(C)o2)cc1 (stereo not given)
nt	0.6	O=C(Cn1cc([N+](=O)[O-])ccc1=O)N1CCc2ccccc21
-1.7	-1.6	CCCCc1cc(=O)oc2c(CN3CCN(C)CC3)c(O)ccc12
0.03	0.7	COc1ccc(Nc2nc(N)nc(CSCCO)n2)cc1
3.4	0.7	CCCCC(=O)NC(=S)Nc1cc([N+](=O)[O-])ccc1OC

# Reprinted at random: 4 records from the list.
Kir21 block	STK33 inh	Molecule
3.4	0.7	CCCCC(=O)NC(=S)Nc1cc([N+](=O)[O-])ccc1OC
1.7	-0.3	COc1cc(C(C)=O)ccc1OCc1nnc(-c2ccccc2Br)o1
0.03	0.7	COc1ccc(Nc2nc(N)nc(CSCCO)n2)cc1
0.17	-0.7	COc1ccc(-n2nc(C(=O)NCC(=O)Nc3cc(OC)c(OC)c(OC)c3)c3ccccc3c2=O)cc1OC

# Next section:
Kir21 block	STK33 inh	Molecule
2.1	-0.3	CCOc1ccc(N=Cc2c(O)cc(C)oc2=O)cc1
1.1	-0.4	Cc1cnc(C(=O)NCCc2ccc(S(=O)(=O)NC(=O)NC3CCCCC3)cc2)cn1
0.36	-1.0	N#Cc1cc2c(nc1SCC(O)CS(=O)(=O)Cc1ccccc1)CCCC2 (stereo not given)
-0.94	-1.9	CCCc1cc(N2CCOCC2)n2nc(C)c(-c3ccccc3)c2n1
-0.24	0.7	CCOC(=O)C1(CCc2ccccc2)CCN(C(=O)c2cnc(C)cn2)CC1
-1.8	0.7	COC(=O)c1c(O)cc(C(C)(C)C)n(-c2ccccc2)c1=O
-1.2	0.2	NC(=O)N/N=C/CCc1ccccc1
1.4	-2.0	COc1ccc(-n2nnnc2-c2cnc(N3CCCC3)nc2C(F)(F)F)cc1
-0.94	-1.5	COC(C(=O)Nc1ccc(C(N)=O)cc1)c1ccccc1 (stereo not given)
-2	4.4	N#Cc1ccc2c(c1)nc1ccccn12

# The results go on.
Kir21 block	STK33 inh	Molecule
0.06	-1.2	CC(NC(=O)NC1CCCCC1)C(c1cccs1)N1CCOCC1 (stereo not given)
-0.04	-0.1	CNC(=S)Nc1ccc(Cc2ccncc2)cc1
-0.4	nt	O=C(Cn1nnc(-c2cccs2)n1)NCc1cccs1
nt	0.2	CCSc1nnc(NC(=O)c2ccc3nc[nH]c3c2)s1
0.37	-1.5	O=C(NCCn1cccn1)C1CCC(=O)N(CCc2cccc(F)c2)C1 (stereo not given)
-6.5*	0.0	C/C=C(/C)C(=O)OC1Cc2c(ccc3ccc(=O)oc23)OC1(C)C (stereo not given)
nt	-2.4	CN(C(=O)COC(=O)Cn1cnc2ccccc21)C1CCCCC1
0.47	3.0	COc1ccnc(CS(=O)c2nc3cc(C(O)(F)F)ccc3[nH]2)c1OC (stereo not given)
0	-0.1	O=C(NC1CCCCC1)C(=S)NCc1ccccc1
0.15	-0.4	Cc1nnc(Sc2nc3c(c(=O)n(C)c(=O)n3C)n2Cc2ccc(Cl)cc2)s1

# Next structures
Kir21 block	STK33 inh	Molecule
1.1	-0.6	CCOC(=O)CSc1ncc(-c2cccc(Cl)c2)cn1
1.6	0.5	CCCCC(=O)N=c1sc2cc(S(C)(=O)=O)ccc2n1C
1.1	0.5	CCN(CC)c1ccc(/C=N/NC(=O)CNC(=O)c2ccccn2)cc1
-4.7*	-1.1	CCn1c(SCc2nc(-c3ccc(Cl)cc3)no2)nnc1-c1ccco1
0.37	-1.6	COc1ccc(C(=O)NCCS(=O)(=O)N2CCC3(CC2)OCCO3)cc1
0.73	-0.1	COc1ccc([N+](=O)[O-])cc1NC(=O)c1ccccc1N(C)S(C)(=O)=O
nt	7.6	O=C(OCC(=O)N1CCCCC1)c1cc(S(=O)(=O)N2CCOCC2)c(Cl)cc1Cl
0.01	-0.6	Clc1ccc(SCCCCn2cncn2)cc1
-2.8	-1.7	CCn1cc(C2Nc3ccccc3C(=O)N2O)c(C)n1 (stereo not given)
0.64	-1.3	C=CCN(Cc1cccc(OC)c1OC)S(=O)(=O)N(C)C

# Continuation:
Kir21 block	STK33 inh	Molecule
nt	-1.8	CS(=O)(=O)c1ccc(Cl)c(NC(=O)CNC(=O)c2ccc3c(c2)OCO3)c1
0.02	0.3	Cc1ccc2c(c1)N(CCC(=O)NCCCN1CCCC1)C(=O)C(C)O2 (stereo not given)
-0.07	0.6	CCO[C@@H]1OC(C(=O)O)=C[C@H](C)[C@H]1CCCO
-0.18	nt	COc1ccc(CN2C(=O)c3oc4ccccc4c(=O)c3C2c2ccc(O)c(OC)c2)cc1 (stereo not given)
-2.5	0.2	O=C(COC(=O)C1CC2C=CC1C2)NCc1ccc(F)cc1 (stereo not given)
0.14	-1.1	Cn1c(=O)c(=O)n(C)c2cc(S(=O)(=O)N3CC(=O)N(CCc4ccccc4)C(=O)C3)ccc21
nt	0.2	CC1CCCCC1NC(=O)Cn1cc([N+](=O)[O-])ccc1=O (stereo not given)
0.63	0.2	O=C(O)CCC(=O)OCC1CCCCC1
0.02	0.2	CCOc1ccc(C(C)NC(=O)Nc2ccc(F)cc2F)cc1 (stereo not given)
1.2	0.3	CCS(=O)(=O)N1CCCC(C(=O)NCCCN(C)Cc2ccccc2)C1 (stereo not given)

# The list continues:
Kir21 block	STK33 inh	Molecule
nt	-1.1	CCN(C[C@H]1N[C@@](Cc2ccccc2)(C(=O)OC)[C@H]2C(=O)N(C)C(=O)[C@@H]12)C(=O)Nc1ccccc1
-0.04	-0.1	COc1ccc(CN2CC(C(=O)NCCCN3CCN(Cc4ccccc4)CC3)CC2=O)cc1 (stereo not given)
-0.72	-0.6	COc1cccc(C2c3[nH]c4ccccc4c3CCN2Cc2ncc[nH]2)c1 (stereo not given)
0.71	-1.9	Cc1cccc(OCCCN2C(=O)C(=O)c3cc(C)ccc32)c1
1.2	0.2	COc1ccc(CN(Cc2ccc(C(=O)O)cc2)C(=S)Nc2cccc(C)c2)cc1OC
0.26	-0.7	CCCCN=C(N)/C(C(=O)OCC)=C(\O)c1ccc(OC)cc1
1.4	0.5	NC(=O)CCCn1c(C(=O)c2ccc(Cl)cc2)c2ccc([N+](=O)[O-])cc2[n+]1[O-]
-1.3	-0.2	Cc1nnc(SCc2nnc(-c3cccs3)o2)n1C1CCCCC1
-0.49	0.7	CC(=O)Nc1ccc(/C=N/Nc2ccc(C(=O)c3c(C)cc4ccccn34)cc2[N+](=O)[O-])cc1
-1.1	0.3	S=C(NC1CC1)N1CCN(c2ccc(Cl)cc2)CC1

# The results go on:
Kir21 block	STK33 inh	Molecule
1.5	-0.6	COc1ccc(NS(=O)(=O)c2cccc(C(=O)NNC(=O)CN3C(=O)NC(C)(C)C3=O)c2)cc1
-0.33	-0.6	COCCNC(=S)N=Nc1c(O)[nH]c2ccc([N+](=O)[O-])cc12
nt	-0.3	COc1ccc(Cl)cc1NC(=O)COC(=O)c1ccc(Br)o1
0.66	-2.3	CC12CCC(C(=O)Nc3cccc(NC(=O)C45CCC(C)(C(=O)O4)C5(C)C)n3)(OC1=O)C2(C)C
-2.5	2.2	O=c1c(C=NCc2cccnc2)c(C(F)(F)F)[nH]n1-c1nc2ccccc2s1
0.24	-0.5	COc1cccc(-c2c(C(=O)N/N=C/c3ccncc3)nnn2-c2nonc2N)c1
1.1	-0.5	O=C(O)c1cnc(N2CCOCC2)nc1
-0.01	2.0	Cc1cc(S(=O)(=O)NCC(c2ccc3c(c2)OCO3)N2CCOCC2)ccc1F (stereo not given)
-0.04	-1.0	CC(C)(C)C(=O)OCCNc1nc(-c2ccccc2)nc2ccccc12
-0.93	0.3	CN(CC(=O)Nc1ccc(N2CCOCC2)cc1)C(=O)c1ccc(O)c(Cl)c1

# Additional results:
Kir21 block	STK33 inh	Molecule
0.64	nt	O=C(NC1CCCC1)C(c1ccccn1)N(C(=O)c1csnn1)c1ccccc1Br (stereo not given)
1.3	-0.2	COc1cc(CN2CCN(Cc3cccc(OC)c3OC)CC2)cc(OC)c1
1.3	0.0	CCOC(=O)c1nc2nc(-c3cccs3)cc(C(F)(F)F)n2n1
0.8	-2.1	CC(=O)OCc1nc2ccccc2s1
-1.3	0.6	COc1ccc(-c2nn(-c3ccccc3)cc2C(=O)Nc2nccs2)cc1
-1.1	-0.4	O=C(NCCc1ccccn1)c1nc(Cn2ccc([N+](=O)[O-])n2)no1
0.7	0.5	O=C(CCCc1nc(-c2ccc(Cl)cc2)no1)N1CCOCC1
0.21	-0.9	CC(=O)c1cccc(N2C(=NC(=O)C3CCCCC3)SC3CS(=O)(=O)CC32)c1 (stereo not given)
0.78	-1.5	CC1(C)CN(c2ccccc2)N(C(=O)c2ccc(C#N)cc2)C1=O
0.09	-2.8	COCc1nc2sc(C)c(C)c2c(=O)[nH]1

# Three entries from above, arranged by heavy-atom count, rising.
Kir21 block	STK33 inh	Molecule
0.09	-2.8	COCc1nc2sc(C)c(C)c2c(=O)[nH]1
1.3	0.0	CCOC(=O)c1nc2nc(-c3cccs3)cc(C(F)(F)F)n2n1
0.78	-1.5	CC1(C)CN(c2ccccc2)N(C(=O)c2ccc(C#N)cc2)C1=O

# New compounds follow:
Kir21 block	STK33 inh	Molecule
0.99	-1.9	O=[N+]([O-])c1ccc(C2=NN(CCO)C(=Nc3ccc(OC(F)(F)F)cc3)SC2)cc1
0.02	-2.1	O=C1CCC(=O)N1CCc1c[nH]c2ccccc12
0.1	-0.5	CC(CC(=O)N(CCC1=CCCCC1)c1c(N)n(Cc2ccccc2)c(=O)[nH]c1=O)c1ccccc1 (stereo not given)
-0.68	0.1	Cc1ccc(NS(=O)(=O)c2c(C)[nH]c(C)c2C(=O)N2CCCCC2)cc1F
-0.79	-1.0	O=C(CN(C(=O)CCC(=O)Nc1nccs1)c1ccccc1F)NCC1CCCO1 (stereo not given)
1.1	-0.3	Cc1nn(-c2ccccc2)c(NC(=O)c2ccccc2)c1Br
-1.3	-0.9	O=C(NCc1ccco1)c1cccc(NC(=O)c2ccccc2)c1
0.38	-2.5	CC(NC(=O)c1cc(-c2cccnc2)nc2ccc(Br)cc12)C1CCCO1 (stereo not given)
0.4	-0.2	COCC(=O)Nc1nnc(Cc2ccc(OC)cc2)s1
-0.85	0.5	Cc1ccc(S(=O)(=O)N(C)C)cc1NC(=O)COC(=O)CNC(=O)c1cccs1

# Carrying on:
Kir21 block	STK33 inh	Molecule
-2.4	0.0	COc1cc2ncc(S(=O)(=O)c3ccccc3)c(N3CCCC(C)C3)c2cc1OC (stereo not given)
-1.1	-0.8	Cn1c(CCc2ccccc2)nnc1SCC(N)=O
-0.18	-0.6	CCN(CC)C(=O)N1c2ccccc2CC(N(CC)CC)c2ccccc21 (stereo not given)
-1	-3.1	Cc1cc(/C=N/n2cnnc2)c(O)c([N+](=O)[O-])c1
1.4	-0.8	CC(=O)N(CCCN(C)C)Cc1ccccn1
-1.5	-0.2	CN(C)CCCNC(=S)/N=c1\sccn1Cc1ccccc1Cl
-0.39	-2.3	COc1cccc(-c2nn(-c3ccc(C)cc3)cc2C(=O)NCC2CCCO2)c1 (stereo not given)
nt	-1.0	O=C1N[C@H](Cc2c[nH]c3ccccc23)COC(=O)[C@H](Cc2ccc(F)cc2)C/C=C\C[C@H]1CC(=O)N(CCO)Cc1ccccc1
0.06	-0.7	COc1ccc(S(=O)(=O)N2CCOC2CNC(=O)C(=O)NCc2ccc(F)cc2)cc1 (stereo not given)
-1.5	-1.2	COc1ccc(OC)c(CN2CCN(Cc3cc(OC)c(OC)c(OC)c3)CC2)c1

# The list continues.
Kir21 block	STK33 inh	Molecule
-0.83	nt	COCCC(=O)N1CCC(Oc2ccc(C(=O)N(C)C3CCCCC3)cc2)CC1
nt	-0.3	CCN(c1ccccc1)S(=O)(=O)c1ccc(C(=O)N2CCN(c3ccccc3)CC2)cc1
-1.5	nt	CNC(=S)N/N=C(\C)c1ccc(N2CCOCC2)cc1
nt	-2.1	CC1(C)CC(=O)C=C(/C=C/c2ccccc2)C1
0.17	-3.3	COc1ccc(C2CC(c3ccc4ccccc4c3)=NN2C(=O)CSc2ncccn2)cc1 (stereo not given)
0.72	-0.2	Cc1noc(NS(=O)(=O)c2ccc(NC(=O)CC(C)C)cc2)c1C

# Part of the list above, with two lines to a compound:
# Each structure is followed by: Kir21 block | STK33 inh
CC1(C)CC(=O)C=C(/C=C/c2ccccc2)C1
  nt | -2.1
COCCC(=O)N1CCC(Oc2ccc(C(=O)N(C)C3CCCCC3)cc2)CC1
  -0.83 | nt
